# ERp5 block – ERp5 (human) disulfide isomerase inhibition; inhibition, % at 9.99 µM; AID 651711; ERp5 insulin aggregation, absorbance 650 nm, 90 min; Q15084; hit rate 0.05% among 350,000;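 active means mean replicate inhibition above about 25%, with every replicate also reaching it, limit read from the data, passing the limit was not always enough; inconclusive means only one of those two criteria met; inactive means neither criterion met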
# Target sequence (Q15084 whole entry, looked up): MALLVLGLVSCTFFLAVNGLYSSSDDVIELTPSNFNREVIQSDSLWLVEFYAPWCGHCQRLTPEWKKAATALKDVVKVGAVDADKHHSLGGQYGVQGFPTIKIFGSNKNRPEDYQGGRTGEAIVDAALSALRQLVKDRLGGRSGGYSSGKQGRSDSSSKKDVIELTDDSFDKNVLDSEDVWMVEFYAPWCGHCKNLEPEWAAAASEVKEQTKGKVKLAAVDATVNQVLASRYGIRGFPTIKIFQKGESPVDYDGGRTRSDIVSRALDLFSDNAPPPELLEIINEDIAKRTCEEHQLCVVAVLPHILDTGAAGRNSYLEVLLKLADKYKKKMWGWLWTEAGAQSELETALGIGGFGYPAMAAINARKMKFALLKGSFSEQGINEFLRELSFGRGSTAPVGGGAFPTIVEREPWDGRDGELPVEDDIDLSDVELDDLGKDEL
# SIRT5 block – inhibitors of human sirtuin-5 desuccinylase; Q9NXA8; Purified SirT5, succinyl-peptide AMC, trypsin-coupled fluorescence; inhibition, % at 15 µM; hit rate 1.1% among 330,000; in the data active means inhibition above about 15%; inconclusive means no clear call, values can overlap the other calls
# Target sequence (Q9NXA8 whole entry, looked up): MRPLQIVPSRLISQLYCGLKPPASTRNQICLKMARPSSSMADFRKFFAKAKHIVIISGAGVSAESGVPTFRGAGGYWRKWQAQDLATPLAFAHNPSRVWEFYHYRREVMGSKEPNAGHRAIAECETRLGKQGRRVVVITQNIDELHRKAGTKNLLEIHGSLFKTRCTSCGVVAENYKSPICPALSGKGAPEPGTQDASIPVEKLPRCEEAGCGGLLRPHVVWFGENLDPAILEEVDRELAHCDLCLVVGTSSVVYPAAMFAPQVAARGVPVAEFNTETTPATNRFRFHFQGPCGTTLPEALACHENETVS
# DENV2 CPE – protects cells from dengue virus 2 cytopathic effect; hit rate 1.7% among 350,000; DENV2-infected cells, cytopathic effect rescue, plate reader; CPE inhibition, % at 9.99 µM; AID 651640; in the data active means CPE inhibition above about 20%, passing the limit was not always enough; inconclusive means no clear call, values can overlap the other calls; tested in BHK-21 cells;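 further: 0% = median of neutral control wells and 100% = median of positive control wells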
# S100A4 MyoIIA – inhibitors of human S100A4 binding to myosin IIA peptide. P26447. S100A4/TAMRA-MyoIIA peptide fluorescence polarization. inhibition, % at 10.7 µM. hit rate 0.14% among 360,000. AID 652163;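 active means mean inhibition of at least 70% across replicates, with every replicate also reaching that level; inconclusive means mean inhibition reaches 70% but some replicates fall short; inactive means mean inhibition below 70%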
# Target sequence (P26447 whole entry, looked up): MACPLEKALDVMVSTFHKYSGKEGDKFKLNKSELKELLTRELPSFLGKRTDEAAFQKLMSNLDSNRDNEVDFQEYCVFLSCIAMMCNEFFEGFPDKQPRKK
#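 incubation = readout 5 min after mixing, signal stable up to 60 min | system = S100A4 monomer protein | buffer or medium = HEPES pH 7.2 with CaCl2, KCl, NaCl, DTT, Triton | benchmarks = neutral control DMSO, positive control TFP | also added = fluorescent myosin IIA peptide, 5 nM | compound dosing = one concentration per compound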
# E-selectin induc – induces E-selectin expression in human endothelial cells; P16581; HUVEC E-selectin immunofluorescence imaging; normalized: neutral wells 0, TNF-alpha wells 100; activation, % at 7.58 µM; hit rate 0.37% among 260,000; AID 686992;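 active means mean E-selectin-positive cell signal at least 10% of the positive control, reached in at least 60% of replicates, without over 20% cell loss; inconclusive means no rule given, readout overlaps actives, possibly toxicity-flagged; inactive means the rest, including those meeting only one limit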;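 further: in these data hits start at about 27%; measured in HUVEC primary endothelial cells; signal is the percent of cells scored E-selectin positive by PE staining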
#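 Test system – human umbilical vein endothelial cells (HUVEC), E-selectin induction · Input – 3,000 HUVEC seeded per well · Buffer or medium – EGM-2, gelatin · Compound dosing – single-point compound dose · Detection – immunofluorescence imaging · Measure – percent E-selectin-positive cells · Controls – TNF-alpha high, DMSO low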
# PglD DTNB – inhibitors of Campylobacter jejuni PglD acetyltransferase | purified PglD enzyme, DTNB colorimetric CoA detection | inhibition, % at 12.5 µM | hit rate 0.098% among 360,000; in the data active means inhibition above about 16%, passing the limit was not always enough; inconclusive means no clear call, values can overlap the other calls; further: strong numbers were not always called active
# C2C12 statin – suppressors of simvastatin-induced myotoxicity in C2C12 myotubes | ATP luminescence, 48 h; scaled: DMSO 0, geranylgeraniol control 100 | rescue of ATP level, % at 7.49 µM | hit rate 0.78% among 330,000;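 active means mean ATP rescue above about 67%, or every replicate alone reaching that limit, limit read from the data, passing the limit was not always enough; inconclusive means no clear call, values can overlap the other calls; inactive means mean under the limit and some replicate under it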;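 further: myotubes were challenged with 10 µM simvastatin during compound exposure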
# Active calls of the source: *; ? = inconclusive; . = not tested or not shown; & = joins results of further samples. These rows are one share of the data; the hit share may differ from the screen's.
# Under each structure: E-selectin induc	PglD DTNB	ERp5 block	DENV2 CPE	C2C12 statin	S100A4 MyoIIA	SIRT5 block
> CC(C)c1nc(-c2c(N)n(C)c(=O)n(C)c2=O)sc1C(=O)C(C)(C)C
→ 0.1	-3	.	.	-1	.	.
> CCCCn1c(N)c(Br)c(=O)[nH]c1=O
→ -0.4	-1	5	10	2	9	7
> O=S(=O)(c1ccc(F)cc1)N1CCCCN2[C@H](CO)[C@@H](c3ccc(-c4ccccc4F)cc3)[C@H]2C1
→ .	-3	5	-3	.	2	22*
> Nc1ccc2c(c1)N=[N+]([O-])c1cc(N)ccc1C2
→ 0.0	-2	0	-5	-2	1	-2
> COC1CCCN(Cc2c(C(=O)N3CCc4ccccc4C3)nc3ccc(Cl)cn23)C1 (centres undefined)
→ .	-1	8	3	0	-5	-1
> O=C(CSc1ccc(-c2ccccc2)nn1)NC1CCCCC1
→ -0.1	4	3	18	-3	-2	-3
> Cc1n[nH]c(=O)n(N=Cc2cccs2)c1=O
→ -0.2	2	5	0	-4	-4	.
> CCN(CC)CCCN1C(=O)C(=O)/C(=C(/O)c2ccc3c(c2)OCCO3)C1c1ccco1 (centres undefined)
→ -2.3	-1	.	.	6	.	.
> Cc1ccc(Sc2ccc(C(=O)N(C)C)cc2[N+](=O)[O-])cc1
→ .	.	-2	5	.	2	-2
> C[C@@H]1CN([C@@H](C)CO)C(=O)c2cccc(NC(=O)Nc3ccc4c(c3)OCO4)c2O[C@H]1CN(C)C(=O)NC1CCCCC1
→ -10	-1	-4	12	0	-3	-11
> COc1ccc2c3c([nH]c2c1)[C@H](CO)N(C(C)=O)CC31CCN(C(=O)Nc2ccc(F)cc2F)CC1
→ -0.1	.	-6	-6	.	3	-2
> C[C@@H]1CN([C@@H](C)CO)C(=O)c2cc(Br)cnc2O[C@H]1CN(C)Cc1ccncc1
→ -0.6	1	-4	-14	-2	9	0
> CC1(C(=O)Nc2ccc3c(c2)OCO3)CCN1C(=O)Cc1ccc(-c2ccccc2)cc1 (centres undefined)
→ -0.2	7	7	-9	2	-6	.
> CN1CCN(NS(=O)(=O)c2ccc(Cl)s2)CC1
→ .	-1	3	-4	.	-1	-3
> COc1ccc(NC(=O)c2cccc(OC(=S)N3CCOCC3)c2)cc1
→ -0.2	-3	3	-1	-16	4	2
> COc1ccc(C(=O)NCCCCc2ccccc2)cc1
→ 2.6	-1	5	-1	.	3	-1
> Cc1cccc(NC(=O)c2cnn3ccccc23)c1C
→ 2.8	2	2	-2	6	-3	11
> CNC(C)C#Cc1ccc2oc3cc(C)c(C)cc3c(=O)c2c1 (centres undefined)
→ -0.1	4	-1	-6	-12	-4	.
> O=C(NCc1ccc2c(c1)OCO2)c1cccc(S(=O)(=O)N2CCCCC2)c1
→ .	.	-1	1	.	-5	0
> CCN(C(=O)C1=COCCO1)c1nc2c(C)cccc2s1
→ 0.8	-2	0	1	-12	-2	7
> C[C@H](CO)N1C[C@H](C)[C@H](CN(C)C(=O)Nc2ccccc2)Oc2c(NC(=O)Nc3cccc4ccccc34)cccc2C1=O
→ 0.3	0	1	-4	-21	3	3
> CCOc1ccccc1O[C@H](c1ccccc1)[C@H]1CNCCO1
→ -0.6	-3	-4	8	-6	9	-5
> O=C(C[C@H]1C[C@H]2c3cc(NS(=O)(=O)c4ccc(F)cc4)ccc3O[C@H]2[C@@H](CO)O1)NCCc1ccccc1
→ -0.7	1	2	59*	5	18	1
> COc1ccc(Cl)c2sc(N3CCN(C(=O)C4=COCCO4)CC3)nc12
→ 0.1	.	3	-5	18	-4	0
> CCC(=O)Nc1ccc2c(c1)C(=O)N(C)C[C@@H](OC)[C@@H](C)CN(C(=O)c1ccccn1)[C@@H](C)CO2
→ 0.2	-2	5	15	-6	-6	-1
> C[C@@H]1CN([C@H](C)CO)S(=O)(=O)c2ccc(C#CCN(C)C)cc2O[C@@H]1CN(C)Cc1ccccn1
→ -0.3	-2	-1	-8	-14	-9	2
> Cc1ccc(-c2csc(NC(=O)CN3CCOCC3)n2)cc1
→ 0.2	0	2	8	-4	4	-12
> O=C(c1ccc(Br)c([N+](=O)[O-])c1)N1CCN(Cc2ccccc2)CC1
→ .	-4	5	2	2	-3	3
> COc1ccc(-c2ccc([C@H]3[C@H]4CN(C(=O)NC(C)C)CCCCN4[C@H]3CO)cc2)cc1
→ -0.4	2	.	.	10	.	.
> c1ccc2[nH]c(-c3ccnc4ccccc34)nc2c1
→ -1.8	6&4	.	.	8&8	.	.
> O=C(O)C[C@@H]1C[C@H]2c3cc(NS(=O)(=O)c4ccc(F)cc4)ccc3O[C@H]2[C@H](CO)O1
→ 0.5	-2	6	-2	-2	-6	-2
> C[C@@H]1CN([C@@H](C)CO)C(=O)c2cc(NC(=O)Cn3cnnn3)ccc2O[C@@H]1CN(C)C(=O)Nc1ccc(F)cc1
→ -0.2	0	-9	0	-5	-17	4
> O=C(CN1C(=O)NC2(CCCC2)C1=O)NCCN1C(=O)S/C(=C\c2ccccc2F)C1=O
→ .	.	1	7	20	21	-1
> NC(=O)C1CCN(C(=O)c2cccc3ccccc23)CC1
→ .	-4	-1	-6	4	-2	3
> O=C(C[C@H]1CC[C@H]2[C@@H](COC[C@H](O)CN2Cc2ccccc2)O1)NCCc1ccccc1
→ -0.1	3	2	13	0	3	-3
> CN(C)C=NC(=O)c1cc(C(=O)c2ccc(Cl)cc2)c[nH]1
→ .	.	6	-2	.	-7	-4
> CC(=O)N1CCCc2cc(S(=O)(=O)N3CCCC(C(=O)Nc4ccccc4C)C3)ccc21 (centres undefined)
→ .	0	-9	12	4	0	0
> CCC(=O)N1CCN=C1SCc1cc(C)ccc1C
→ .	.	-1	1	-8	0	-8
> S=c1[nH]nc(COc2cccc3ccccc23)n1Cc1ccccc1
→ .	-6	4	4	11	1	-1
> O=[N+]([O-])c1cccc(S(=O)(=O)N/N=C\c2ccc3c(c2)OCO3)c1
→ -0.4	-1	2	4	-3	0	20*

# Record cards, from the list above. Values in the order: E-selectin induc, PglD DTNB, ERp5 block, DENV2 CPE, C2C12 statin, S100A4 MyoIIA, SIRT5 block
# C[C@@H]1CN([C@@H](C)CO)C(=O)c2cc(NC(=O)Cn3cnnn3)ccc2O[C@@H]1CN(C)C(=O)Nc1ccc(F)cc1 reads -0.2, 0, -9, 0, -5, -17, 4
# O=C(C[C@H]1CC[C@H]2[C@@H](COC[C@H](O)CN2Cc2ccccc2)O1)NCCc1ccccc1 reads -0.1, 3, 2, 13, 0, 3, -3
# CCC(=O)N1CCN=C1SCc1cc(C)ccc1C reads ., ., -1, 1, -8, 0, -8
# NC(=O)C1CCN(C(=O)c2cccc3ccccc23)CC1 reads ., -4, -1, -6, 4, -2, 3
# O=C(CN1C(=O)NC2(CCCC2)C1=O)NCCN1C(=O)S/C(=C\c2ccccc2F)C1=O reads ., ., 1, 7, 20, 21, -1

# Later entries.
# Under each structure: E-selectin induc	PglD DTNB	ERp5 block	DENV2 CPE	C2C12 statin	S100A4 MyoIIA	SIRT5 block
> COc1cc2c(cc1NC(=O)/C=C/c1cc(OC)c(OC)c(OC)c1)oc1ccccc12
→ 0.2	0	0	1	-16	3	4
> CC(C)(C)c1ccc(CC(=O)N2CCC2(C)C(=O)NS(=O)(=O)c2cccc(F)c2)cc1 (centres undefined)
→ 0.0	-3	-3	0	-8	0	0
> O=C(NCc1ccc2c(c1)OCO2)C1CCCN(S(=O)(=O)c2cccs2)C1 (centres undefined)
→ -1.5	.	1	0	19	2	-1
> Cc1ccc(S(=O)(=O)N[C@H]2C=C[C@@H](CC(=O)NCCCN(C)C)O[C@H]2CO)cc1
→ -0.1	0	0	?	1	13	6
> COc1ccc2c3c([nH]c2c1)[C@@H](CO)N(C(=O)CN(C)C)CC31CN(Cc2ccccc2)C1
→ 0.2	.	-3	39*	.	17	.
> CCOC(=O)c1sc(NC(=O)Cc2ccc(C)cc2)nc1C
→ .	.	-1	11	.	-3	-1
> CC(C)c1cccc(-c2ccc3c(c2)S(=O)(=O)c2cccc(C(=O)NCc4ccco4)c2C3=O)c1
→ -0.1	-2	-2	.	-4	-3	.
> COCC#Cc1cnc2c(c1)C(=O)N([C@H](C)CO)C[C@H](C)[C@H](CN(C)C(=O)Cc1ccccc1)O2
→ 0.4	-4	-2	4	22	4	-2
> O=C(CO/N=C/c1ccc(Cl)cc1Cl)NNC(=O)c1cccc(Cl)c1
→ 0.5	1	-4	12	28	3	.
> CC(=O)c1cccc(NC(=O)CCn2c(=S)oc3ccccc32)c1
→ 0.0	.	0	-5	.	-1	0
> O=C(Nc1nc2ccsc2c(=O)s1)c1ccc(F)cc1
→ 0.6	7	1	4	.	-9	-3
> Cc1cc(-c2ccc(C(C)C)c(S(=O)(=O)NCc3ccco3)c2)on1
→ .	.	-2	12	11	26	1
> COc1cccc(C(=O)C(=O)c2cccc(OC)c2OC)c1OC
→ ?	-7	2	-6	0	1	-4
> COCc1cccc(-c2csc(C(NC(C)=O)c3cccc(F)c3)n2)c1 (centres undefined)
→ 0.0	1	3	-14	7	12	.
> COc1ccc(OC)c(NC(=O)C2(C)CCN2C(=O)C2(c3ccccc3)CCCC2)c1 (centres undefined)
→ -0.3	-1	-4	10	-8	-3	-4
> CCCNC(=O)C1(C)CCCN(Cc2ccc(Oc3ccccc3)cc2)C1 (centres undefined)
→ 0.0	1	1	1	-49	-1	-2
> COc1ccc2c(C)cc(C)nc2n1
→ 1.2	1	0	3	1	-2	-5
> O=C(CN1CCN(Cc2cccc(F)c2)CC1)NCc1ccccc1
→ .	-1	3	2	19	-4	-6
> Cc1cccc(NC(=S)NNC(=O)c2csc3c2CCC(C)C3)c1 (centres undefined)
→ .	-2	-5	-1	1	-1	2
> CCOC(=O)C1=C(COC(=O)Cc2ccccc2[N+](=O)[O-])NC(=O)NC1C (centres undefined)
→ -0.2	0	1	38*	-4	-4	.

# 2 of the compounds above, comma-delimited:
Structure,E-selectin induc,PglD DTNB,ERp5 block,DENV2 CPE,C2C12 statin,S100A4 MyoIIA,SIRT5 block
O=C(Nc1nc2ccsc2c(=O)s1)c1ccc(F)cc1,0.6,7,1,4,.,-9,-3
COCc1cccc(-c2csc(C(NC(C)=O)c3cccc(F)c3)n2)c1 (centres undefined),0.0,1,3,-14,7,12,.

# (next part)
# Under each structure: E-selectin induc	PglD DTNB	ERp5 block	DENV2 CPE	C2C12 statin	S100A4 MyoIIA	SIRT5 block
> COc1ccc(Cl)cc1CN1C(=O)C(Cc2ccccc2)ON=C1C (centres undefined)
→ 0.4	10	-3	3	4	-3	-5
> CC1CCN(C(=O)CCCC(=O)N2CCC(C)CC2)CC1
→ -0.3	12	-15	2	.	-7	-6
> C[C@H]1CN([C@@H](C)CO)C(=O)Cc2cc(NC(=O)Nc3ccccc3)ccc2O[C@H]1CN(C)Cc1ccccc1
→ -0.2	0&-3	3&0	-1&10	-22&2	1&-6	4
> CC1=C(C(=O)OCc2ccccc2)C(c2ccc(C(C)(C)C)cc2)NC(=O)N1CCCCCC(=O)O (centres undefined)
→ 0.9	2	2	-9	4	-1	.
> CCN(CC)c1ccc(/C=N/N(c2ccccc2)c2ccccc2)c(O)c1
→ 1.0	2	.	.	0	.	.
> Cc1cccc(Cc2cnc(N3C(=N)SC(C)C3=O)s2)c1 (centres undefined)
→ 0.0	.	-2	?	.	-4	4
> CC(CCOC1=NS(=O)(=O)c2ccccc21)NC(=O)C(=O)Nc1ccccc1 (centres undefined)
→ 2.2	.	0	-2	.	1	0
> CCCc1ccc(-c2cc(C(=O)N3CCN(c4ccccn4)CC3)c3ccccc3n2)cc1
→ 0.5	1	2	0	.	-2	-2

# Assay outcomes deposited in PubChem by Broad Institute.
